From PubChem BioAssay
ELG1 genotox – induces genotoxicity in HEK293T cells with luciferase-tagged ELG1. 1.3% of 330,000 active. HEK293T ELG1-luciferase reporter, luminescence, 16 h. Potency, µM (doses to about 46 µM), without a hit: at the top dose activity change, positive = activation, actives largely listed as activators. AID 504466; further: potency means the concentration at half of the fitted maximal effect; % of control where 0% means no effect; nearly all actives have a fitted effect of over 60% in size
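16 hr compound incubation (37 °C, 5% CO2) of HEK293T cells carrying luciferase-tagged ELG1; luciferase then measured by ONE-Glo luminescence after 30 min at RT.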
p53 reactivator – re-activators of mutant p53; H1299 p53-A138V BP100-luciferase reporter, luminescence, 24 h; Potency, µM (titrated, usually from 92.2 µM), without a hit: top-dose activity change, positive = activation, actives largely listed as activators; 0.063% of 320,000 active; AID 504706; further: potency means the concentration at half of the fitted maximal effect; % of control where 0% means no effect; nearly all actives have a fitted effect of over 45% in size
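H1299 (p53-null), stable ts p53-A138V + BP100-Luc; 1000 cells/well, Opti-MEM/10% FBS; cpd 4 pt, 1:5; 24 h, 37 deg C, 5% CO2; detection reagent 10 min RT; luminescence.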
BRCA1 expr up – activators of BRCA1 expression; AID 624202; 1.1% of 380,000 active; Potency, µM (highest dose often 46.1 µM), without a hit: at the top dose activation, usual class: activators; MCF7-BRCA1-FFLuc reporter, luminescence, 48 h; response scale: scaled: vehicle 0%, 10 µM genistein 100%; further: potency means the concentration at half of the fitted maximal effect; nearly all actives have a fitted effect of over 80% in size; some results filed as inactive show a strong effect at the top dose
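Reporter cells (MCF7, BRCA1 promoter-firefly luciferase) received library compounds across a concentration series for 48 h. End-point luminescence was measured and concentration-effect curves derived after normalization.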
RORgamma inh – ROR gamma (mouse) transcription inhibition | AID 2551 | P51450 | Drosophila S2 Gal4-RORgamma UAS-luciferase reporter, 20 h | Potency, µM (doses to about 53.6 µM), without a hit: top-dose activity change, negative = inhibition, actives largely listed as inhibitors | 5.4% of 310,000 active; further: potency means the concentration at half of the fitted maximal effect; on the % scale 0 is the no-effect control and ±100 the full control effect; nearly all actives have a fitted effect of over 60% in size
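Luminescence from a UAS-regulated Photinus luciferase reporter in stably transfected Drosophila Schneider cells is measured; decreased signal marks ROR gamma inhibition. Fusion expression is induced by 700 uM copper sulfate for 20 hr.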
VP16 counter – counter-screen for ROR gamma inhibitors: Gal4-VP16 reporter; Potency, µM (series often up to 53.6 µM), for the others: at the top dose activity, negative = inhibition, actives largely listed as inhibitors; Drosophila S2 Gal4-VP16 UAS-luciferase, luminescence, 20 h; 3.5% of 310,000 active;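 further: Gal4-VP16 expression switched on by copper sulfate through the metallothionein promoter; potency means the concentration at half of the fitted maximal effect; on the % scale 0 is the no-effect control and ±100 the full control effect; nearly all actives have a fitted effect of over 50% in size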
NPC1 promoter act – NPC1 promoter activation; Huh7 NPC1 promoter luciferase reporter, 24 h; Potency, µM (titrated, usually from 9.22 µM), for inactives: at the top dose activation, actives largely listed as activators; 2.4% of 320,000 active;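 further: potency means the concentration at half of the fitted maximal effect; % of control where 0% means no effect; nearly all actives have a fitted effect of over 60% in size; reporter is driven by a mutant NPC1 promoter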
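Luciferase expression driven by the NPC1 promoter was measured in stably transfected Huh7 cells after a 24 h compound incubation, using a luciferase reagent and a luminescence read.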
Rab9 promoter act – activates the Rab9 promoter; 2.8% of 320,000 active; Potency, µM (series often up to 9.22 µM), inactives show at the top dose activation, negative = inhibition, usual class: activators; AID 485297; Huh7 Rab9 promoter-luciferase reporter, luminescence, 24 h; further: potency means the concentration at half of the fitted maximal effect; % of control where 0% means no effect; nearly all actives have a fitted effect of over 60% in size
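Huh7 cells stably carrying Rab9 promoter–luciferase reporter, plated 1500 cells/well, compound added after 2 h and incubated 24 h at 37 °C; luciferase luminescence then read after 10 min with detection reagent.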
FLuc counter – inhibits or activates purified firefly luciferase, miR-21 counter-screen. purified FLuc, Km substrates, luminescence inhibition. Potency, µM (highest dose often 57.5 µM), for the others: at the top dose activity change, negative = inhibition, usual class: inhibitors. 6.9% of 360,000 active;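 further: potency means the concentration at half of the fitted maximal effect; plate controls were vehicle for no effect and reference inhibitor for full effect; nearly all actives have a fitted effect of over 55% in size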
Target sequence (P08659 whole entry, looked up): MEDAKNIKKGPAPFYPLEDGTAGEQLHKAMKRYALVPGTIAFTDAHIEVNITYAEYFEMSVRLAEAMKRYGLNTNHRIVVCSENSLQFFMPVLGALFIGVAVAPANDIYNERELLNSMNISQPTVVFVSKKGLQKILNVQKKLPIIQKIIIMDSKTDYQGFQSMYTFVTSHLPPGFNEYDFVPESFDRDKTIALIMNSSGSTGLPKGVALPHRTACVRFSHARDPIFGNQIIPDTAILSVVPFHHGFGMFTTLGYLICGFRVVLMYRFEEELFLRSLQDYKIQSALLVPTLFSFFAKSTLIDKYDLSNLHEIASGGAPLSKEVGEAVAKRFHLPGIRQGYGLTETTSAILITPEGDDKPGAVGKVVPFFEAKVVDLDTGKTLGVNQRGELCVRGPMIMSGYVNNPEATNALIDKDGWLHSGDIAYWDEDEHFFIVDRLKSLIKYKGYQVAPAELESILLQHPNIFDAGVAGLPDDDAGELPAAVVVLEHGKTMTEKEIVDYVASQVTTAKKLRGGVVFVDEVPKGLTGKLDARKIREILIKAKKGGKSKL
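Purified P. pyralis luciferase (10nM final) with 10uM D-luciferin and 10uM ATP (Km levels) in 50mM Tris acetate pH 7.5, 10mM Mg acetate, 0.01% Tween-20, 0.05% BSA; qHTS 6-point titration, ~60 µM downward; luminescence read.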
Menin-MLL TR inh – displaces Texas Red mutant MLL peptide from human menin | O00255 | Menin + Texas Red MLL mutant peptide, fluorescence polarization | Potency, µM (titrated, usually from 61.6 µM), without a hit: at the highest dose FP activity change, negative = inhibition, hits mostly inhibitors | 0.23% of 270,000 active; active means well fitted inhibition curve with a large enough effect in the polarisation, with a control signal flat, not every such curve was filed as active; inconclusive means small, poorly fitted or top-dose-only effect, or effect the other way, or a change in a side signal; inactive means no such curve, though single readings can be large or run the other way; the % refers to the polarisation; further: potency means the concentration at half of the fitted maximal effect; % of control where 0% means no effect; many of its hits are not listed in these tables
Giardia killer – kills Giardia lamblia; Giardia lamblia trophozoite viability; activity change, % at 7.66 µM, hits read low; 0.15% of 340,000 active; AID 540267; in the data active means activity change below about -80%; inconclusive means between about -30% and that limit;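 further: parasites exposed to compound for two days anaerobically before the ATP read; on the % scale 0 is the no-effect control and ±100 the full control effect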
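Viability, read as ATP luminescence: trophozoites at 100 cells/well, compound added, 48 hrs anaerobic at 37 deg C, then 15-30 min room-temperature development before reading.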
PKM2 activator – activators of human pyruvate kinase M2; Potency, µM (titrated, usually from 57.5 µM), for inactives: top-dose activation, actives largely listed as activators; 0.34% of 260,000 active; purified PKM2, Kinase-Glo ATP luminescence, activation; response scale: 0% is enzyme alone, no compound; further: potency means the concentration at half of the fitted maximal effect; on the % scale 0 is the no-effect control and ±100 the full control effect; nearly all actives have a fitted effect of over 55% in size
Target sequence (P14618 whole entry, looked up): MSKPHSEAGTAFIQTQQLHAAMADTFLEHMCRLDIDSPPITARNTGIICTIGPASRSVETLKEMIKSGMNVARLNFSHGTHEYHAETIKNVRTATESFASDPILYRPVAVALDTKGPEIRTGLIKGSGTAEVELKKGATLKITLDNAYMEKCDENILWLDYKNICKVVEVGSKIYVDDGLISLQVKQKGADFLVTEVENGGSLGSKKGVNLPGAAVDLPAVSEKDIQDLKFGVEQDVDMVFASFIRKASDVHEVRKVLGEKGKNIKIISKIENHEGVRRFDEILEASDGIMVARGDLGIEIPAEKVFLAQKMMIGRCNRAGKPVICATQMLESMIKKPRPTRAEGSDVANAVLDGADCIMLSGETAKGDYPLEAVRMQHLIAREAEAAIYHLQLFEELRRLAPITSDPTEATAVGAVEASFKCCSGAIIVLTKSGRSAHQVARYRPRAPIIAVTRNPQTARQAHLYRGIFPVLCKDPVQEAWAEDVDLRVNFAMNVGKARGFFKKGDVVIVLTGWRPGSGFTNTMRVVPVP
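hPK-M2, >95% pure; 0.1 mM ADP / 0.5 mM PEP final; imidazole pH7.2 buffer w/ 7 mM MgCl2, 50 mM KCl; 1 h RT; Kinase-Glo lum. Intermediate enzyme activity for dual inhibitor/activator qHTS.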
* marks the source's active call; other numbers are inactive results; ? = inconclusive; · = not tested or not shown; & = joins results of further samples; [ ] = dose if it differs, or a comment. Unless noted, the call rests on the fitted dose curve; in most records, active means well fitted curve in the direction sought with a large enough effect; inconclusive means small, poorly fitted or top-dose-only effect, or another doubt; inactive means no such curve, though single readings can be large; an effect the other way counts as inactive or inconclusive. A portion of the library; rates above refer to the full screens.

structure,ELG1 genotox,p53 reactivator,BRCA1 expr up,RORgamma inh,VP16 counter,NPC1 promoter act,Rab9 promoter act,FLuc counter,Menin-MLL TR inh,Giardia killer,PKM2 activator
CN1CCN(CC(=O)N/N=C\c2c[nH]c3ccccc23)CC1,3%,9%,·,?,22µM*,-2%,-1%,-14%,?,·,4%
COC(=O)c1ccc(NC(C)C(=O)OC)c([N+](=O)[O-])c1 (stereo not drawn),0%,3%,0%,-3%,0%,-1%,2%,?,7%,8,-1%
CCc1noc(C)c1C(=O)Nc1ccc(F)c(F)c1,0%,-1%,-12%,·,·,-4%,-4%,-1%,·,-2,·
O=C1c2ccccc2C(=O)N1CCc1nc(-c2ccncc2)no1,-1%,-2%,-4%[1.84 µM],-1%,0%,1%,5%,15%,6%,-25,-5%
Cc1cc(C)cc(NC(=O)N(C)Cc2ccccc2)c1,-4%,-2%,4%,0%,?,3%,2%,1%,·,-21,6%
CC(=O)N1CCN(c2ccc(NC(=O)c3ccc4c(c3)OCCO4)cc2)CC1,6%,3%,4%,20%,1%,-1%,1%,?,4%,-4,-2%
COc1ccc2c(c1OC)C(=O)OC2Nc1ncc(Br)cc1Br (stereo not drawn),-10%,-2%,9%[1.84 µM],18%,1%,1%,-5%,-3%,2%,7,6%
O=C1CCCc2ccccc2N1Cc1ccccc1Cl,-3%,-2%,-16%,4%,-4%,5%,7%,0%,-18%,-13,0%
O=C(O)c1ccc(NCc2nc3ccccc3n2Cc2ccccc2F)cc1,-7%,-5%,-27%,2%,-1%,1%,-4%,1%,·,3,1%
COc1cc(CNc2nc3ccccc3s2)cc(OC)c1OC,0%,·,-27%,36%,-5%,-3%,-1%,-3%,2%,-6,0%
COCC1CCN(C(=O)c2oc3c(F)cccc3c2C)C1 (stereo not drawn),?,·,47%,·,·,1%,9%,-2%,0%,2,-2%
COc1cccc(NS(=O)(=O)Cc2ccccc2)c1,1%,14%,7%,37%,14%,2%,3%,-1%,12%,-3,-4%
CCN(C(=O)COc1nc(C)cc(C)c1C#N)c1ccccc1,1%,·,-3%,-11%,1%,0%,-2%,7%,-2%,3,-5%
COc1ccccc1NC(=O)CSc1nnc(CC(=O)Nc2cccc(C(F)(F)F)c2)n1C,2%,-3%,6%,-11%,-5%,7%,1%,-2%,7%,-2,11%
Cc1ccc(NS(=O)(=O)c2ccc(C(=O)N3CCOCC3)cc2)cc1,-2%,-2%,-14%,·,·,-2%,-3%,8%,·,5,·
CC(NCCS(=O)(=O)c1ccc(Cl)cc1)c1cccc(Cl)c1 (stereo not drawn),-3%,2%,-19%,10%,-7%,-2%,-2%,1%,-8%,-5,2%
CC1CN(C(=O)c2cc(S(=O)(=O)N3CCCC3)ccc2Cl)CC(C)O1 (stereo not drawn),-1%,·,2%,·,·,1%,-2%,0%,-10%,25,-2%
C[C@H](NC(=O)c1[nH]cnc1C(=O)Nc1ccc(CNC(=O)OC(C)(C)C)cc1)C(=O)OCc1ccccc1,-9%,-11%,-73%,?,?,2%,-5%,-1%,·,-16,2%
Cc1cccnc1NC(=O)c1ccc2c(c1)OCCO2,16µM*,?,67%,·,·,1%,?,13µM*,·,11,·
CC(=O)c1cccc(NC(=O)C2CC(=O)N(CCc3ccccc3)C2)c1 (stereo not drawn),1%,1%,7%,-3%,4%,0%,26%,-4%,-13%,-23,2%
C/C(=N\NC(=O)COc1cccc2ccccc12)c1cccs1,-5%,-11%,-7%,25%,-16%,-2%,-4%,0%,12%,16,0%
Cc1cc(NC(=O)c2cccs2)cc(-c2nc3ncccc3o2)c1O,-15%,2%,-28%,-32%,-6%,-4%,3%,-2%,·,9,2%
c1csc(-c2nc(-c3ccc(-c4ccon4)s3)no2)c1,2.3µM*,7%,?,-22%,-27%,0.56µM*,0.35µM*,0.6µM*,·,-2,-9%
O=C(CN(Cc1ccccc1F)C(=O)Cn1nnc(-c2cccs2)n1)NCC1CCCO1 (stereo not drawn),3%,-1%,3%,39%,1%,11%,0%,3%,5%,-8,-12%
O=C(O)c1cccc(Cn2c(Cl)c(/C=N/NC(=O)c3cccc(O)c3)sc2=O)c1,-1%,5%,-13%,11%,0%,0%,1%,?,·,13,0%
COc1cccc(OCC(=O)Nc2ccccc2C(=O)Nc2ccc(C(=O)O)cc2)c1,-6%,-9%,1%,-1%,4%,1%,4%,-3%,·,-6,4%
CCC/C=C1/CCCOC(C(=O)NCc2ccccc2)(C(F)(F)F)C1 (stereo not drawn),·,·,8%,-39%,-18%,·,·,·,-26%,29&-18,·
COCn1c(COc2ccc3ccccc3c2)nc2ccccc21,?,?,?,?,?,2.8µM*,2.5µM*,2.4µM*,-1%,0,4%
Cc1cccc(-c2nc(CS(=O)CC(=O)NC3CCCC3)c(C)o2)c1 (stereo not drawn),1%,3%,-8%,1%,-7%,-3%,4%,2%,-10%,3,16%
CC1CCCCN1C(=O)CSc1nnc(-c2cccnc2)o1 (stereo not drawn),2%,?,18%,15%,27%,9%,6%,4%,-11%,-3,0%
C=CCOc1c(Br)cc(CNn2c(C)n[nH]c2=S)cc1OCC,16%,-7%,-8%,?,?,-1%,-3%,5%,1%,-18,-10%
O=S(=O)(NCC1(N2CCOCC2)CCCCC1)c1ccc(F)cc1,-2%,-5%,1%,·,·,0%,-5%,-1%,·,8,·
CCCCNC(=O)COC(=O)c1cc(C)oc1C,4%,-1%,2%,-35%,-1%,0%,2%,-3%,8%,4,4%
O=c1cc(-c2ccccc2)nc(N2CCCCC2)[nH]1,0%,1%,-34%,-5%,-1%,1%,0%,-1%,-5%,16,11%
CS(=O)(=O)N(CC(=O)Nc1cc(Cl)ccc1Cl)c1ccccc1Cl,-5%,-3%,-31%,-11%,18%,-2%,-5%,0%,?,0,2%
Cc1ccc(-c2nnn(CC(=O)Nc3ccccc3-c3ccccc3)n2)c(-n2cnnn2)c1,0%,2%,-17%,-27%,-1%,-5%,-6%,-1%,-7%,8,0%
O=C(Nc1ccccn1)c1ccc2ccccc2n1,?,45µM*,8%,10µM*,?,?,4.5µM*,0.95µM*,18%,-4,6%
N#Cc1cc(C(=O)c2ccccc2OCC(=O)Nc2ccccc2)cn(C2CCCCC2)c1=O,-1%,-2%,-6%,?,1%,-1%,1%,7%,3%,3,-1%
O=C(Cn1cnc2c(cnn2-c2ccccc2)c1=O)NCCc1ccccc1,0%,7%,3%,-8%,-7%,0%,-6%,1%,-10%,15,-4%
C=CCNC(=O)c1cc2c(=O)n3cccc(C)c3nc2s1,8%,8%,-20%,13%,13%,1%,0%[1.84 µM],-18%,1%,-3,·
O=C(COc1ccc([N+](=O)[O-])cc1)NN=C1CCCC1,1%,3%,6%,-18%,-3%,-1%,1%,5%,·,-9,2%
COc1cc(/C=C/C(=O)OCC(=O)N2c3ccccc3NC(=O)C2(C)C)cc(OC)c1OC,0%,-26%,-55%,·,·,0%,-5%,-2%,·,-7,·
CCCCc1c(C)[nH]c(C(=O)OCC)c1C,-2%,3%,-12%,23%,-18%,-2%,2%,?,-9%,-15,-5%
Cc1ccc(S(=O)(=O)NNC(=O)C2Cc3c(ccc4ccccc34)O2)cc1 (stereo not drawn),-5%,0%,-1%,37%,-23%,-4%,-2%,7%,?,9,2%
O=S(=O)(c1ccc(SCCOc2ccccc2)nc1)N1CCCC1,-5%,-4%,-7%,·,·,1%,2%,5%,·,8,·
COC(=O)c1ccc(NC(=O)CSc2nnc(-c3cccnc3)o2)cc1,-6%,14%,2%,·,·,-4%,3%,0%,·,16,·
CC(C)C(c1nnnn1C1CCCCC1)N1CCN(c2ncccn2)CC1 (stereo not drawn),2%,8%,1%,2%,-5%,0%,-2%,2%,4%,-1,-3%
COc1cccc(C(=O)Nc2cccc(SC)c2)c1,9.2µM*,?,13µM*,?,8%,24%,?,9.5µM*,16%,-5,-11%
COc1ccc(CNc2ncnc3c2[nH]c2ccccc23)cc1,-8%,-8%,0%,?,6.3µM*,-5%,-17%,?,·,16,14%
O=C(Nc1cc(Cl)cc(Cl)c1)c1ccc(Cn2c(=O)[nH]c3ccsc3c2=O)cc1,?,-7%,-50%,?,?,-3%,-6%,3%,-1%,6,-1%
Cc1onc(-c2c(F)cccc2Cl)c1C(=O)Nc1ccccc1N1CCOCC1,-7%,-5%,-39%,38%,3%,1%,-3%,2%,·,5,1%
CC1CCCN(C(=O)COC(=O)c2cc([N+](=O)[O-])ccc2N2CCOCC2)C1 (stereo not drawn),-3%,-3%,-11%,·,·,1%,1%,4%,·,5,·
